# Screening data: PubChem BioAssay, several laboratories
# GRK2 inh: inhibitors of human GRK2 displacing RNA aptamer; AID 488847; inhibition of aptamer binding, % at 10 µM; 330,000 tested, 0.59% active; P25098; bead flow cytometry, FAM-aptamer displacement from GRK2;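 active = inhibition of aptamer binding above 40%, roughly 3 SD of noise, on plates passing a quality check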;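 note: median bead fluorescence of bound FAM aptamer so fluorescent compounds give negative values; no value below 0 was filed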
# GASC-1 inh: blocks human GASC-1 demethylase activity. GST-JMJD2C(1-420) H3K9me3 demethylation, DELFIA europium. AID 2099. 330,000 tested, 0.069% active. Q9H3R0. inhibition, % at 2.35 µM;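 active = more than half of a compound's replicate wells show inhibition beyond 50%, single wells judged on their own value; inconclusive = some, but no more than half, of replicates pass 50% inhibition; inactive = no replicate passes 50% inhibition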;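 note: signal counts dimethyl H3K9 product captured on neutravidin plate; 0% = median of DMSO wells and 100% = 0.3 times that DMSO median; strong numbers were not always called active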
# RPL19A TOR yeast: alters RPL19A-GFP fluorescence in TOR pathway yeast screen; S. cerevisiae RPL19A-GFP strain, flow cytometry, 3 h; stronger effect = lower value; percent response vs DMSO, % at 10 µM; 330,000 tested, 0.3% active;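 active = percent response vs DMSO below 50%; inconclusive = fewer than 70 events counted for the yeast strain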;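 note: median channel GFP fluorescence of the barcoded RPL19A-GFP strain; ratio of sample median GFP to plate DMSO average so 100% = DMSO; lower means less RPL19A-GFP as with rapamycin TOR inhibition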
# CIT2 TOR yeast: modulators of TOR pathway CIT2-GFP in S. cerevisiae. S. cerevisiae CIT2-GFP strain, flow cytometry, 3 h; 100 means same as DMSO wells. GFP response vs DMSO, % at 10 µM. 320,000 tested, 0.065% active. AID 2029;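 active = GFP response relative to DMSO above a set limit, near the screen mean plus 3 SD, cut at about 150% in these data; inconclusive = Fewer than 70 cells measured for a yeast strain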;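 note: ratio of well median GFP fluorescence to mean of DMSO wells on the plate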
# MEP2 TOR yeast: modulators of TOR pathway MEP2-GFP in S. cerevisiae | 330,000 tested, 0.51% active | GFP response vs DMSO, % at 10 µM | AID 2016 | S. cerevisiae MEP2-GFP strain, flow cytometry GFP, 3 h; 100% = DMSO control level;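 active = GFP response versus DMSO above a set limit, roughly screen mean plus 3 SD, cut at about 180% in these data; inconclusive = fewer than 70 cells counted for a yeast strain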;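 note: median GFP fluorescence of the barcode-gated MEP2-GFP cells per well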
# AGP1 TOR yeast: yeast TOR pathway AGP1-GFP modulation; GFP response vs DMSO, % at 10 µM; AID 2066; 320,000 tested, 0.02% active; S. cerevisiae AGP1-GFP multiplex flow cytometry, 3 h; GFP as percent of DMSO wells;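 active = GFP response relative to DMSO above a set limit, near screen average plus 3 SD, cut at about 150% in these data; inconclusive = fewer than 70 cells counted for the yeast strain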;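 note: median GFP channel fluorescence of the gated AGP1 strain per well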
# VLA-4 inh: inhibition in a human VLA-4 binding assay | 330,000 tested, 0.2% active | inhibition, % (about 7 µM as worked out from the volumes in the protocol) | P13612 | VLA-4 expressing cells, ligand binding flow cytometry; in the data active = inhibition above about 50%
# Target sequence (P13612 whole entry, looked up): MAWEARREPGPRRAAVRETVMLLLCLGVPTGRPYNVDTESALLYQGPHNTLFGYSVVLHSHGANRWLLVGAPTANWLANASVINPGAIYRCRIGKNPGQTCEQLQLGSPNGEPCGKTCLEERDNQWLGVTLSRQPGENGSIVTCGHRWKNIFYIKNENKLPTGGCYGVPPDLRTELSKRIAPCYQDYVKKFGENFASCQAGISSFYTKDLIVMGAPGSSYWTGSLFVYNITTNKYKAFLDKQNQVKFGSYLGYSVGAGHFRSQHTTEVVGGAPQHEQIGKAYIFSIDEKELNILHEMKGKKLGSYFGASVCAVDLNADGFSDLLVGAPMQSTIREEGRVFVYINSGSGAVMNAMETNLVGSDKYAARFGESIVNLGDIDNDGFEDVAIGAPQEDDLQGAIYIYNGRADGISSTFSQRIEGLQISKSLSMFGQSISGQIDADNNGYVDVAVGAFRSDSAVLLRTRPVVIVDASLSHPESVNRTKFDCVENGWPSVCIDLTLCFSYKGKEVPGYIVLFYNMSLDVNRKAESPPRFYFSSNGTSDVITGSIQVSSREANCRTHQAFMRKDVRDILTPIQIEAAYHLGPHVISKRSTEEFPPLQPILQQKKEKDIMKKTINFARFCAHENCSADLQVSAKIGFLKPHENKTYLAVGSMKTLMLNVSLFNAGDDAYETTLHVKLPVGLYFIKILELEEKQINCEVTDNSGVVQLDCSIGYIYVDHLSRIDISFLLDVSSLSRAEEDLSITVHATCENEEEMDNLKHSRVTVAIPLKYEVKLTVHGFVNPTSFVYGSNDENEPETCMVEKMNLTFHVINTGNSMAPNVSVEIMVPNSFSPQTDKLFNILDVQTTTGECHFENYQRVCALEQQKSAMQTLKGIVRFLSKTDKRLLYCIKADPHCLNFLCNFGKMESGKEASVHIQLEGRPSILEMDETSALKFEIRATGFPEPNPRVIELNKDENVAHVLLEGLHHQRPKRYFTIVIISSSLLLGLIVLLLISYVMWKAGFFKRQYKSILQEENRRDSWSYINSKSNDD
# LAP4-GFP MLPCN: yeast TOR pathway LAP4-GFP modulation | S. cerevisiae LAP4-GFP multiplex, flow cytometry GFP, 3 h; median GFP as percent of DMSO wells | GFP response vs DMSO, % at 10 µM | 320,000 tested, 0.34% active | AID 2023;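 active = GFP response vs DMSO above a set limit, about the screen mean plus 3 SD, cut at about 150% in these data; inconclusive = under 70 cell events counted for the yeast strain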
# Numbers without * were called inactive; ? = inconclusive; · = no result given; [ ] = another dose, or the depositor's remark.
structure	GRK2 inh	LAP4-GFP MLPCN	AGP1 TOR yeast	GASC-1 inh	MEP2 TOR yeast	RPL19A TOR yeast	VLA-4 inh	CIT2 TOR yeast
COc1ccc(CNC(=O)Cn2nc([N+](=O)[O-])c(Br)c2C)cc1OC	0	107	110	-2	103	102	28	109
Cc1ccc(Cl)cc1N1CCN(C(=O)C2CCN(S(=O)(=O)c3cccnc3)CC2)CC1	3	109	113	4	101	100	17	100
COc1ccc(C(=O)N/N=C/c2ccc(N(C)c3ccccc3)cc2)cc1	1	104	102	-3	101	98	4	91
Cc1ccc(/C(N)=N/OC(=O)CCC2CCCC2)cc1	0	111	84	24	100	103	12	105
Cc1ccc(C(=O)Nc2c(-c3cccs3)c(=O)c3ccccc3n2C)cc1	1	98	101	-2	103	97	-1	103
O=S(=O)(Nc1ccc(N2CCOCC2)cc1)c1ccc(Cl)s1	1	95	96	-5	103	95	26	97
COc1cc(OC)cc(C(=O)O/N=C(\N)c2cccc(C)c2)c1	0	99	71	-13	101	100	8	108
COCc1[nH]nc2c1C(c1ccsc1)C(C#N)=C(N)O2 (stereo not drawn)	1	90	106	14	102	99	4	102
COc1cccc(NC(=O)CN(C)C(=O)c2ccccc2Sc2ccccc2C#N)c1	2	88	94	-9	97	90	-4	92
COc1ccc(NCc2nnc(SCC(=O)N3CCCc4ccccc43)n2C)cc1	2	97	102	5	94	98	13	98
COc1ccc(-c2cc(C(=O)NCC3CCCO3)c3cc(C)ccc3n2)cc1 (stereo not drawn)	0	90	84	8	96	84	7	80
COc1ccc(-c2c(C#Cc3ccsc3)c3cc(-c4ccc5c(c4)OCO5)ccc3n2C)cc1	1	91	96	0	91	95	16	92
COC(=O)[C@@]12CCCCN1[C@H](c1ccc(SC3CCCCC3)c(OC)c1)[C@@H]1C(=O)N(C)C(=O)[C@@H]12	0	136	90	-1	94	100	23	114
CCN(CC)S(=O)(=O)c1ccc2c(c1)nc(SC(C)C(N)=O)n2-c1ccc(OC)cc1 (stereo not drawn)	1	98	102	3	91	98	11	99
Cc1c2cn[nH]c(=O)c2c(C)n1Cc1ccc(F)cc1	4	95	95	-1	100	93	-22	118
O=C(COC(=O)CCNS(=O)(=O)c1ccccc1)Nc1ccc(OC(F)F)cc1	1	104	98	-9	103	102	10	93
CCCCN(C(C)=O)c1ccc(S(=O)(=O)NC2=NCCCCC2)cc1NC(C)=O	0	94	96	-10	94	94	-2	94
O=C(Nc1cccnc1)C1COc2ccccc2O1 (stereo not drawn)	0	101	110	2	105	107	-2	107
CCOc1ccccc1NC(=O)COC(=O)/C=C/c1cccs1	0	97	92	-6	91	92	5	98
O=C(Cc1ccccc1)N/N=C/c1ccc(OCC(=O)Nc2ccccc2)cc1	0	95	105	6	103	101	-5	90
COc1ccnc(Oc2ccccc2)c1C(=O)N/C=N/OCc1ccc(F)cc1Cl	3	109	93	-8	101	98	6	93
CCn1ncc([N+](=O)[O-])c1C(=O)Nc1ccc(C)c(C)c1	4	92	97	3	97	102	28	95
CCOC(=O)/C(C#N)=C\c1ccc2c(c1)OCO2	3	93	95	7	104	101	-3	112
Cn1c(SCc2ccccc2C#N)nc2ccccc2c1=O	0	109	96	0	107	104	-3	100
CC(C)C(=O)Nc1sc2c(c1-c1nc3ccccc3[nH]1)CCCC2	0	115	·	-2	124	105	-5	118
CCCCCn1c(=O)c(C(=O)OCC)c(O)c2ccccc21	4	108	104	-2	105	98	16	81
COc1ccc(-c2ccc(SCC(=O)c3cccs3)nn2)cc1OC	0	101	97	-7	99	93	-12	87
Cc1cnc(C(=O)OCC(=O)N2C(C)CCCC2C)cn1 (stereo not drawn)	2	106	103	-7	103	101	8	108
Cc1cc(SCC(=O)OC(C)C(=O)N(C)c2ccccc2)nc2ccccc12 (stereo not drawn)	3	120	97	0	101	94	0	66
CN(C)/C=C(\C#N)C(=O)N/N=C/c1ccccc1	7	97	107	-2	102	105	2	105
O=C(C[n+]1cccc(C(=O)Nc2ccccc2)c1)c1ccc([N+](=O)[O-])cc1	0	95	97	5	107	104	3	103
O=S(=O)([O-])CCC[n+]1c(SCCCS(=O)(=O)O)sc2ccc(Cl)cc21	4	88	98	-6	96	98	11	95
O=C(NC(=S)Nc1nc2c(s1)CCCC2)c1ccc(C(=O)c2ccccc2)cc1	0	92	93	-1	98	99	0	102
O=C(O)CCN1C(=O)c2ccc(NC(=O)C(c3ccccc3)c3ccccc3)cc2C1=O	3	97	103	-11	96	97	-1	100
CCOc1ccc(NS(=O)(=O)c2ccc3c(c2)N(C(C)=O)CC3)cc1	1	102	104	4	95	94	13	99
CC12CCC(C(=O)N3CCc4ccccc43)(CC1=O)C2(C)C (stereo not drawn)	6	96[may fluoresce violet]	32[may fluoresce violet]	4	282*[may fluoresce violet]	·	2	?
CCN(CC)S(=O)(=O)c1ccc(S(=O)(=O)N(CC(=O)Nc2ccccc2)Cc2ccco2)cc1	0	103	107	7	110	103	30	105
O=C1C=C(NC2=CC3OC(c4ccccc4)OCC3OC2=O)CCC1 (stereo not drawn)	0	116	101	2	99	97	3	95
CCOc1ccccc1N(CC(=O)Nc1ccccc1F)S(=O)(=O)c1ccccc1	0	91	102	-6	105	100	2	99
C=CCNC(=O)c1ccc(-c2nc(-c3ccc(Cl)c(Cl)c3)cs2)cc1	0	111	112	3	111	109	11	112
COc1cccc(C(=O)NC(C)C(c2cccs2)N2CCOCC2)c1 (stereo not drawn)	0	105	112	-2	110	103	-7	111
CCN(CC)CCOC(=O)C12CC3CC(CC(C3)C1)C2	4	93	96	1	100	95	0	102
CN(C)/C=C/C(=O)c1c(F)cccc1F	1	106	104	0	101	96	-1	106
O=C(c1ccc(CNS(=O)(=O)c2ccc(Br)cc2)cc1)N1CCCC1	2	95	99	2	87	93	10	101
Cc1ccsc1-c1nc(CSCC(=O)NCc2ccc3c(c2)OCO3)c(C)o1	1	99	96	-3	98	96	12	88
COC(=O)c1ccccc1OCCOCCOc1cccc2ccc(C)nc12	0	97	95	-7	97	90	8	89
CCOc1ccc2nc(N(CCCN(C)C)C(=O)c3ccc(S(=O)(=O)N4CCc5ccccc5C4)cc3)sc2c1	0	87	101	-9	102	106	-5	99
COc1ccc2cc3cc(C(=O)NC4CC4)sc3nc2c1	0	100	86	15	92	93	7	85
CCOC(=O)c1ccc(-n2c(CN3CCC(C(N)=O)CC3)nc3ccc([N+](=O)[O-])cc3c2=O)cc1	0	109	100	4	95	96	9	97
COc1ccc(-n2c(Cc3cc(=O)[nH]c(=O)[nH]3)nnc2SCC(=O)NC2CCCC2)cc1	0	93	100	1	97	99	-32	104
c1ccc2cc(OCCOCCOc3ccc4ccccc4c3)ccc2c1	55*	105	99	2	99	98	5	92
COc1ccccc1-n1c(COc2ccccc2-c2ccccc2)nnc1SCC(=O)c1c(N)n(C)c(=O)n(C)c1=O	0	100	110	-3	102	106	-2	109
COc1ccc(NC(=O)CSCC(=O)NC2(C)CCS(=O)(=O)C2)cc1 (stereo not drawn)	1	106	102	0	102	132	0	109
CCOc1ccc(-c2nc(=S)[nH][nH]2)cc1	3	107	115	-2	108	103	2	108
Cc1cc(C)nc(NS(=O)(=O)c2ccc(NC(=O)c3cc4c(=O)n5cccc(C)c5nc4n3C)cc2)n1	0	92	93	-22	109	97	-9	101
CCCCOc1ccc(C(=O)NCC(=O)OC2CCOC2=O)cc1 (stereo not drawn)	1	103	103	0	108	101	-6	104
COc1ccc(NC(=S)N(CCc2c(C)[nH]c3ccccc23)Cc2cccnc2)cc1	0	107	104	-2	106	101	1	106
Cc1[nH]n(-c2ccc([N+](=O)[O-])cc2)c(=O)c1C=NCCN1CCN(C(=O)c2ccccc2)CC1	2	·	103	5	102	98	-14	95
CC(=O)C1(C)OC(N)=C(C#N)C(c2ccccc2)C1(C#N)C#N (stereo not drawn)	0	110	106	-27	104	103	-8	96
CCc1ccc(/C=C2\Oc3cc(OC(=O)N4CCOCC4)ccc3C2=O)cc1	0	92	96	4	98	102	-17	93

# The list goes on.
structure	GRK2 inh	LAP4-GFP MLPCN	AGP1 TOR yeast	GASC-1 inh	MEP2 TOR yeast	RPL19A TOR yeast	VLA-4 inh	CIT2 TOR yeast
Nc1c(C(=O)Nc2ccc3c(c2)OCCO3)nnn1Cc1ccccc1	0	102	101	-4	93	97	-5	97
COc1ccc(/C=C(/NC(=O)c2ccc([N+](=O)[O-])cc2)C(=O)NC(C)(C)C)cc1	3	93	97	3	90	95	-13	106
Cc1ccc(OCCC(=O)OC(C)C(=O)Nc2c(C)n(C)n(-c3ccccc3)c2=O)cc1 (stereo not drawn)	2	114	113	-1	99	99	1	100
COCCn1c(SCC(=O)Nc2cccc(C)c2)nnc1C(C)C	41*	95	105	4	98	103	2	·
O=C(O)CC/C(=N/NC(=O)CNC(=O)Cc1ccc(Cl)cc1)c1ccccc1	0	111	109	4	98	100	24	113
COc1cc(CC(=O)OCC(=O)c2ccc3c(c2)OCCO3)cc(OC)c1OC	0	91	·	-4	106	99	91*	91
Cc1ccc(OCCCCCN2CCOCC2)cc1	1	99	100	5	107	101	7	111
Clc1cc(Cl)cc(CN2CCSCC2)c1	0	97	87	4	91	85	3	95
Clc1nc(-c2cccnc2)nc2scc(-c3ccccc3)c12	0	93	96	-10	108	104	5	107
O=C(O)CCCNC(=O)c1ccc(NC(=O)Cc2ccc(Cl)cc2)cc1	3	103	97	-7	97	96	4	94
CCc1ccc(CNn2cnnc2SCC(=O)NC(C)(C)C)cc1	2	105	100	3	104	100	2	83
Cc1cccc(NC(=S)NC23CN4CN(CN(C4)C2)C3)c1	0	89	94	9	88	92	10	90
Cc1ccc(S(=O)(=O)n2[nH]c(=O)cc2N)cc1	0	87	96	3	101	96	13	95
Cc1cc(C(=O)NCC(c2cccs2)N2CCOCC2)ccc1[N+](=O)[O-] (stereo not drawn)	0	77	86	15	103	101	-21	111
Cc1nn(-c2ccccc2Cl)c(Cl)c1/C=N/Nc1cccc(C(=O)O)c1	3	90	89	0	96	102	16	90
COC(=O)c1ccc(C(=O)OC)c(NC(=O)CN2CCN(c3ccc(OC)cc3)CC2)c1	0	101	98	-7	99	101	5	94
Cc1cc(=O)[nH]c(SCC(=O)c2ccc(F)c(C)c2)n1	0	95	101	-2	107	103	0	105
O=S(=O)(Oc1ccccc1N1CCCCC1)c1ccccc1	1	107	97	-3	101	91	-16	113
O=C(NCc1ccc2c(c1)OCO2)c1cc2ccccc2o1	9	106	101	-44	101	102	-8	98
COCCn1c(C(F)(F)F)ccc(NC(=O)c2ccccc2)c1=O	0	83	85	-8	93	93	5	90
CN(c1ccccc1)S(=O)(=O)c1ccc(C(=O)NCC(c2ccco2)N2CCCCC2)cc1 (stereo not drawn)	3	95	101	5	95	94	7	95
